Compound activity: PubChem, several laboratories
TRAIL sens C8 = caspase-8 TRAIL sensitization. 360,000 compounds, 1% hits. inhibition (viability loss, TRAIL sensitization), % at 10 µM. NB7+C8 cells + TRAIL, ATPlite viability luminescence;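 active means compounds causing at least 50% loss of cell viability in the single-dose screen, relative to plate controls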
TROY NFkB inh = blocks TROY-dependent signaling in reporter cells | Q293 LMP1-TROYcd NF-kB luciferase reporter, 4 h | inhibition, % at 10 µM | 360,000 compounds, 0.98% hits | AID 1347056;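 active means compounds whose plate-normalised and pattern-corrected inhibition of the luciferase reporter signal at the single screening dose is 50% or more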
NCOA2 inhibitor = inhibits human steroid receptor coactivator 2. AID 651957. inhibition, % at 9 µM. HEK293 GAL4-SRC2 luciferase reporter, luminescence. 370,000 compounds, 0.17% hits;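 active means inhibition above the mean inhibition of all tested compounds plus 3 SD, set per campaign, cut at about 52% in these data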;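 further: 0% = DMSO treated cells and 100% = cells given Gossypol at 36 µM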
LMP1 NFkB inh = reduces LMP1-driven NF-kappaB luciferase signal. LMP1-induced NF-kappaB luciferase reporter cells, luminescence. inhibition, % at 12.5 µM. 350,000 compounds, 0.69% hits; in the data active means inhibition above about 41%;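 further: 0% = neutral control wells and 100% = reference inhibitor control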
TLR9-MyD88 inh = blocks human TLR9 binding to MyD88 | Q9NR96+Q99836 | CHO BLA complementation TLR9-MyD88, CCF4 FRET ratio | inhibition, % at 4.98 µM | 340,000 compounds, 0.21% hits | AID 504734;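 active means inhibition above the mean over all tested compounds plus 3 SD, cut at about 21% in these data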;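 further: 0% = DMSO only wells and 100% = clavulanate BLA inhibitor control wells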
SRC1 inh = inhibitors of human steroid receptor coactivator 1 (SRC1). Q15788. HEK293 GAL4-SRC1 luciferase reporter, luminescence. inhibition, % at 3.6 µM. 360,000 compounds, 0.12% hits. AID 588354;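 active means inhibition above the campaign mean plus 3 SD, with each screening campaign given its own cutoff, cut at about 60% in these data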;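 further: 0% = DMSO treated cells and 100% = gossypol at 36 µM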
NOD2 RIPK2 PPI = inhibitors of human NOD2-RIPK2 interaction. O43353. CHO BLA complementation NOD2-RIPK2, CCF4 ratio. inhibition, % at 4.98 µM. 360,000 compounds, 0.38% hits. AID 624267; in the data active means inhibition above about 21%;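 further: 0% = vehicle only and 100% = reference blocker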
Target sequence (O43353 whole entry, looked up): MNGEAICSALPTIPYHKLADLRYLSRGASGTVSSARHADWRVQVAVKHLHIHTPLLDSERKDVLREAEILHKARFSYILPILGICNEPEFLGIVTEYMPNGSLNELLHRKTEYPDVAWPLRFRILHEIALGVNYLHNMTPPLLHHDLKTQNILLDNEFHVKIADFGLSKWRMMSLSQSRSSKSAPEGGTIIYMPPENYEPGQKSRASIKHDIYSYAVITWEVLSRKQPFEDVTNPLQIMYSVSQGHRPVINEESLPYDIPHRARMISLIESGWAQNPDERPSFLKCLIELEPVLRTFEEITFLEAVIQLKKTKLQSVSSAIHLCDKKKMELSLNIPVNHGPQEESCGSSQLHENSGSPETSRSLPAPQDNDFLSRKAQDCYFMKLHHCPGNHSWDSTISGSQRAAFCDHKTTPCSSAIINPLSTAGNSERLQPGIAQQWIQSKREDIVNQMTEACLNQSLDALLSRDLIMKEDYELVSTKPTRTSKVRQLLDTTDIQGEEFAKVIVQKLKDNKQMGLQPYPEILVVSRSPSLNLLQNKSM
Vif imaging = inhibitors of HIV Vif | HEK293T cells, Vif self-association by quenched fluorescence, imaging, 24 h | inhibition, % at 7.49 µM | 340,000 compounds, 0.35% hits; in the data active means inhibition above about 50%, passing the limit was not always enough; further: some results filed as inactive read as strong as hits
NR5A2 inv ag = suppresses constitutive activity of human LRH-1; O00482; HEK293T StAR-luciferase reporter, LRH-1 transfected, 24 h; inhibition, % at 3.6 µM; 360,000 compounds, 0.13% hits; AID 602396;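 active means inhibition above the mean inhibition of all tested compounds plus 3 SD, cut at about 73% in these data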;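 further: 0% = DMSO wells and 100% = reporter-only cells lacking LRH-1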
COUP-TFII inh = blocks human COUP-TFII nuclear receptor; HEK293T NGFI-A luciferase reporter, luminescence; P24468; 370,000 compounds, 0.7% hits; inhibition, % at 8.6 µM;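 active means inhibition above a per-plate cutoff, mean inhibition of test wells between control levels plus 3 SD, cut at about 38% in these data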;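 further: cells cotransfected with COUP-TFII expression vector driving the NGFI-A reporter; 0% = median of COUP-TF2 test wells and 100% = reporter-only cells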
Target sequence (P24468 whole entry, looked up): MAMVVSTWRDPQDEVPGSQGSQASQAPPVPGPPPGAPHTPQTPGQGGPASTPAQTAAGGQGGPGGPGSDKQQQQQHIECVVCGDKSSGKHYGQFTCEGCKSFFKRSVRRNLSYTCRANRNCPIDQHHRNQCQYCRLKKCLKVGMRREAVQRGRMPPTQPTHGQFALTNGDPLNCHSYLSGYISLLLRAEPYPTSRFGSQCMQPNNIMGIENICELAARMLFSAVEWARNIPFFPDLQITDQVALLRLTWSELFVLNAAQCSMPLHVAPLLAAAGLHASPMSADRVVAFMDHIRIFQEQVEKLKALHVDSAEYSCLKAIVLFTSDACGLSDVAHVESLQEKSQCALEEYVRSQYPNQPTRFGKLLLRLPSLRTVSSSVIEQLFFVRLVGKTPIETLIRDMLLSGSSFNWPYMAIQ
SRC3 inh = human NCOA3 inhibition; Q9Y6Q9; HEK293 GAL4-SRC3 luciferase reporter, luminescence; inhibition, % at 3.6 µM; 360,000 compounds, 0.17% hits; AID 588352;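 active means inhibition above a per-campaign cutoff, the mean of all compounds plus 3 SD, cut at about 60% in these data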;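 further: 0% = DMSO-treated cells and 100% = gossypol-treated cells at 36 µM; higher means less SRC3-driven luciferase light from the GAL4 reporter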
* = called active by the depositor.

Start of the data: the first two compounds (preview)
For CC1=CC2=NC(=O)CC(C)(C(=O)N(CC(=O)NC(C)(C)C)Cc3ccccc3)N2C=C1 (stereo not drawn) the results were TRAIL sens C8 3, TROY NFkB inh 12, NCOA2 inhibitor -18, LMP1 NFkB inh -3, TLR9-MyD88 inh 4, SRC1 inh 6, NOD2 RIPK2 PPI 5, Vif imaging 3, NR5A2 inv ag 1, COUP-TFII inh -3 and SRC3 inh 9.
CC1(C)CC(=O)c2cc(C(=O)N3CCN(CCO)CC3)c(=O)n(-c3ccc(Cl)cc3)c2C1 was read as TRAIL sens C8 15, TROY NFkB inh -9, NCOA2 inhibitor -1, LMP1 NFkB inh -10, TLR9-MyD88 inh 1, SRC1 inh -4, NOD2 RIPK2 PPI 7, Vif imaging 4, NR5A2 inv ag -20, COUP-TFII inh 16 and SRC3 inh 16.

The listing, from the start:
For CC1=CC2=NC(=O)CC(C)(C(=O)N(CC(=O)NC(C)(C)C)Cc3ccccc3)N2C=C1 (stereo not drawn) the results were TRAIL sens C8 3, TROY NFkB inh 12, NCOA2 inhibitor -18, LMP1 NFkB inh -3, TLR9-MyD88 inh 4, SRC1 inh 6, NOD2 RIPK2 PPI 5, Vif imaging 3, NR5A2 inv ag 1, COUP-TFII inh -3 and SRC3 inh 9.
CC1(C)CC(=O)c2cc(C(=O)N3CCN(CCO)CC3)c(=O)n(-c3ccc(Cl)cc3)c2C1 was read as TRAIL sens C8 15, TROY NFkB inh -9, NCOA2 inhibitor -1, LMP1 NFkB inh -10, TLR9-MyD88 inh 1, SRC1 inh -4, NOD2 RIPK2 PPI 7, Vif imaging 4, NR5A2 inv ag -20, COUP-TFII inh 16 and SRC3 inh 16.
Screening Cc1ccccc1C(=O)NCC(=O)Nc1ccccc1C(F)(F)F returned TRAIL sens C8 -18, TROY NFkB inh -14, NCOA2 inhibitor -21, LMP1 NFkB inh -3, TLR9-MyD88 inh 1, SRC1 inh -8, NOD2 RIPK2 PPI -6, Vif imaging -3, NR5A2 inv ag -26, COUP-TFII inh -13 and SRC3 inh 8.
For Cc1ccnc2nc(C(=O)OCC(=O)N(Cc3ccccc3)C(C)(C)C)nn12 the results were TRAIL sens C8 -16, TROY NFkB inh -1, NCOA2 inhibitor -39, LMP1 NFkB inh 0, TLR9-MyD88 inh -6, SRC1 inh 6, NOD2 RIPK2 PPI -5, Vif imaging -1, NR5A2 inv ag 1, COUP-TFII inh 10 and SRC3 inh -36.
N#Cc1c(NC(=O)CSc2ncnc3sccc23)oc(-c2ccco2)c1-c1ccco1 was read as TRAIL sens C8 0, TROY NFkB inh -19, NCOA2 inhibitor 8, LMP1 NFkB inh 1, TLR9-MyD88 inh -6, SRC1 inh 1, NOD2 RIPK2 PPI -5, NR5A2 inv ag -2, COUP-TFII inh 19 and SRC3 inh -3.
For Cc1nnc(SCc2ccc([N+](=O)[O-])cc2)[nH]c1=O the results were TRAIL sens C8 1, TROY NFkB inh 4, NCOA2 inhibitor -5, LMP1 NFkB inh 9, TLR9-MyD88 inh 7, SRC1 inh -3, NOD2 RIPK2 PPI -1, Vif imaging 0, NR5A2 inv ag -8, COUP-TFII inh 3 and SRC3 inh -7.
For O=C(NC(Cc1ccccc1)C(=O)NCCc1ccccn1)c1ccccc1 (stereo not drawn) the results were TRAIL sens C8 -8, TROY NFkB inh 1, NCOA2 inhibitor 1, LMP1 NFkB inh -6, TLR9-MyD88 inh 5, SRC1 inh 2, NOD2 RIPK2 PPI 1, Vif imaging 3, NR5A2 inv ag 4, COUP-TFII inh -2 and SRC3 inh 10.
Screening COc1ccc(NC(=O)CCCCCn2nnc3ccccc3c2=O)cc1 returned TRAIL sens C8 7, TROY NFkB inh 9, NCOA2 inhibitor 21, LMP1 NFkB inh 2, TLR9-MyD88 inh -7, SRC1 inh -4, NOD2 RIPK2 PPI 3, Vif imaging -20, NR5A2 inv ag -10, COUP-TFII inh 0 and SRC3 inh -4.
CCCCOC(=O)Nc1ccc(S(=O)(=O)Nc2nc(C)cc(C)n2)cc1 was read as TRAIL sens C8 -2, TROY NFkB inh 6, NCOA2 inhibitor -28, LMP1 NFkB inh 1, TLR9-MyD88 inh 5, SRC1 inh 3, NOD2 RIPK2 PPI 2, Vif imaging 5, NR5A2 inv ag -31, COUP-TFII inh -21 and SRC3 inh 9.
COc1ccc(Nc2nc(C)cc(C)c2C#N)cc1 was read as TRAIL sens C8 -19, TROY NFkB inh 3, NCOA2 inhibitor 2, LMP1 NFkB inh -7, TLR9-MyD88 inh 11, SRC1 inh -5, NOD2 RIPK2 PPI 3, Vif imaging 1, NR5A2 inv ag 14, COUP-TFII inh -2 and SRC3 inh -5.
COc1ccccc1OCC(=O)Nc1ccc(CSc2ccccc2)cc1C was read as TRAIL sens C8 -2, TROY NFkB inh -17, NCOA2 inhibitor -27, LMP1 NFkB inh 7, TLR9-MyD88 inh 3, SRC1 inh -10, NOD2 RIPK2 PPI -12, NR5A2 inv ag -6, COUP-TFII inh 7 and SRC3 inh -6.
For CCOC(=O)N1CCN(CCC(=O)Nc2cccc(C)c2)CC1 the results were TRAIL sens C8 9, TROY NFkB inh -4, NCOA2 inhibitor -3, LMP1 NFkB inh 4, TLR9-MyD88 inh -4, SRC1 inh -4, NOD2 RIPK2 PPI 2, Vif imaging -1, NR5A2 inv ag -2, COUP-TFII inh 15 and SRC3 inh -15.
For O=S1(=O)OCCC(c2ccccc2)N1Cc1ccccc1 (stereo not drawn) the results were TRAIL sens C8 -1, TROY NFkB inh 15, NCOA2 inhibitor -3, LMP1 NFkB inh 3, TLR9-MyD88 inh -11, SRC1 inh -2, NOD2 RIPK2 PPI -16, Vif imaging -2, NR5A2 inv ag -1, COUP-TFII inh -3 and SRC3 inh 2.
Screening COc1ccc(CNc2nc(C)c([N+](=O)[O-])c(C)c2C#N)cc1 returned TRAIL sens C8 -8, TROY NFkB inh -2, NCOA2 inhibitor -1, LMP1 NFkB inh 1, TLR9-MyD88 inh -16, SRC1 inh -1, NOD2 RIPK2 PPI -12, Vif imaging 8, NR5A2 inv ag -7, COUP-TFII inh -9 and SRC3 inh 14.
CCOc1ccc(CCNC(=O)COC(=O)c2ccco2)cc1OCC was read as TRAIL sens C8 -9, TROY NFkB inh 17, NCOA2 inhibitor -4, LMP1 NFkB inh 2, TLR9-MyD88 inh 4, SRC1 inh 0, NOD2 RIPK2 PPI 9, Vif imaging 1, NR5A2 inv ag 40, COUP-TFII inh -13 and SRC3 inh 8.
For Cc1ccc(S(=O)(=O)N(C)C)cc1[N+](=O)[O-] the results were TRAIL sens C8 2, TROY NFkB inh -2, NCOA2 inhibitor -11, LMP1 NFkB inh 0, TLR9-MyD88 inh 3, SRC1 inh -16, NOD2 RIPK2 PPI -1, Vif imaging -2, NR5A2 inv ag 7, COUP-TFII inh 9 and SRC3 inh 15.
For Cc1ccc(NS(=O)(=O)c2c(C)[nH]c(=O)[nH]c2=O)c(Br)c1 the results were TRAIL sens C8 -11, TROY NFkB inh 6, NCOA2 inhibitor -6, LMP1 NFkB inh 2, TLR9-MyD88 inh 2, SRC1 inh -31, NOD2 RIPK2 PPI 2, Vif imaging 7, NR5A2 inv ag 12, COUP-TFII inh 10 and SRC3 inh -7.
C=CCc1cc(C)ccc1OCCn1ccnc1 was read as TRAIL sens C8 8, TROY NFkB inh -12, NCOA2 inhibitor -9, LMP1 NFkB inh -3, TLR9-MyD88 inh -1, SRC1 inh 4, NOD2 RIPK2 PPI 7, NR5A2 inv ag -4, COUP-TFII inh -3 and SRC3 inh -8.
Screening O=C(Nc1nc(-c2cccs2)cs1)C1=COCCO1 returned TRAIL sens C8 11, TROY NFkB inh -60, NCOA2 inhibitor -93, LMP1 NFkB inh -25, TLR9-MyD88 inh -10, SRC1 inh -76, NOD2 RIPK2 PPI -4, Vif imaging -2, NR5A2 inv ag -117, COUP-TFII inh -54 and SRC3 inh -75.
`CCCCOc1ccc(NC(=O)c2cnc(C)cn2)cc1` gave TRAIL sens C8 18, TROY NFkB inh -37, NCOA2 inhibitor -14, LMP1 NFkB inh -18, TLR9-MyD88 inh -6, SRC1 inh -38, NOD2 RIPK2 PPI 6, NR5A2 inv ag -10, COUP-TFII inh -4 and SRC3 inh -26.
Cc1cc(/C=C(\C#N)C(=O)N2CCCCC2)cc(C)c1O was read as TRAIL sens C8 12, TROY NFkB inh -17, NCOA2 inhibitor -36, LMP1 NFkB inh 4, TLR9-MyD88 inh 2, SRC1 inh -5, NOD2 RIPK2 PPI 0, Vif imaging -8, NR5A2 inv ag -18, COUP-TFII inh 1 and SRC3 inh -10.
`CS(=O)(=O)Nc1ccc(C(=O)CC(=O)Nc2ccc([N+](=O)[O-])cc2)cc1` gave TRAIL sens C8 4, TROY NFkB inh 17, NCOA2 inhibitor -2, LMP1 NFkB inh 27, TLR9-MyD88 inh 5, SRC1 inh -4, NOD2 RIPK2 PPI -5, Vif imaging 4, NR5A2 inv ag -1, COUP-TFII inh 1 and SRC3 inh -4.
For CC1CCC2(CC1)NC(=O)N(CC(=O)NC(=O)Nc1ccc3c(c1)OCCO3)C2=O (stereo not drawn) the results were TRAIL sens C8 -14, TROY NFkB inh 31, NCOA2 inhibitor -14, LMP1 NFkB inh -10, TLR9-MyD88 inh -6, SRC1 inh -1, NOD2 RIPK2 PPI -4, Vif imaging -2, NR5A2 inv ag 3, COUP-TFII inh 8 and SRC3 inh 8.
For CCS(=O)(=O)c1ccc(C(=O)Nc2ccccc2OC)c(Cl)c1Cl the results were TRAIL sens C8 -3, TROY NFkB inh 4, NCOA2 inhibitor 20, LMP1 NFkB inh 7, TLR9-MyD88 inh -4, SRC1 inh 5, NOD2 RIPK2 PPI 4, Vif imaging 8, NR5A2 inv ag 14, COUP-TFII inh 10 and SRC3 inh 28.
For O=C(CSCC(=O)N1CCN(c2ccccc2)CC1)Nc1nc(-c2ccc(Cl)s2)cs1 the results were TRAIL sens C8 20, TROY NFkB inh 31, NCOA2 inhibitor 2, LMP1 NFkB inh 2, TLR9-MyD88 inh 6, SRC1 inh 4, NOD2 RIPK2 PPI -2, NR5A2 inv ag 1, COUP-TFII inh 13 and SRC3 inh 5.
Cc1ccc(C)c(N(CC(=O)NC(C)(C)C)C(=O)CCC(=O)Nc2nccs2)c1 was read as TRAIL sens C8 -16, TROY NFkB inh -11, NCOA2 inhibitor -28, LMP1 NFkB inh 5, TLR9-MyD88 inh -5, SRC1 inh -5, NOD2 RIPK2 PPI -5, Vif imaging 0, NR5A2 inv ag 19, COUP-TFII inh -1 and SRC3 inh -9.
Screening CCC(C)[C@H](NS(=O)(=O)c1ccc(C)cc1)C(=O)N1CCC(C(=O)N[C@@H](Cc2ccccc2)C(=O)O)CC1 (stereo partly drawn) returned TRAIL sens C8 4, TROY NFkB inh 1, NCOA2 inhibitor 26, LMP1 NFkB inh -3, TLR9-MyD88 inh 15, SRC1 inh 9, NOD2 RIPK2 PPI -12, Vif imaging 2, NR5A2 inv ag 17, COUP-TFII inh -3 and SRC3 inh 3.

This is a subset; the hit share may differ from the screen's.
